# M5 ag: agonists of human muscarinic M5 receptor (CHRM5). P08912. CHO-K1 hM5 cells, Fluo-8 calcium fluorescence; 0% DMSO wells, 100% maximal acetylcholine response. activation, % at 3 µM. 360,000 tested, 0.19% active;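 active = activation above the run's mean over test compounds plus 3 SD, cut at about 23% in these data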;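 note: signal is peak over basal fluorescence ratio across the kinetic read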
# Target sequence (P08912 whole entry, looked up): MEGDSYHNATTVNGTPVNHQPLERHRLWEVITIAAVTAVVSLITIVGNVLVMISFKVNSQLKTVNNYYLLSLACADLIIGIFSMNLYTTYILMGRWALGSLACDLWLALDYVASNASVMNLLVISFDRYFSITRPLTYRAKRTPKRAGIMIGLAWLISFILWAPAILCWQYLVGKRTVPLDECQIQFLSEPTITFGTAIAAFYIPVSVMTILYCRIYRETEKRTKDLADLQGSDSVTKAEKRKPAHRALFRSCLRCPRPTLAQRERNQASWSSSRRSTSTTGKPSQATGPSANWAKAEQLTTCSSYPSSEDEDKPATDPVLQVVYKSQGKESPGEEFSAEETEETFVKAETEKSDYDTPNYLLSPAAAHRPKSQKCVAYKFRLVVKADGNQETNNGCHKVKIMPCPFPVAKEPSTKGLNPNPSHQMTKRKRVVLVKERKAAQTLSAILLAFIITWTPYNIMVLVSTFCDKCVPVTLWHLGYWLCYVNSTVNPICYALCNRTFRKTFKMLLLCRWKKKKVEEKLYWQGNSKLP
# CRFR2-BP antag: blocks CRF-induced signaling of the CRF-BP/CRF-R2 complex; HEK293 CRF-R2/CRF-BP, CRF-induced calcium fluorescence; inhibition, % at 11.8 µM; 350,000 tested, 0.59% active; AID 588475;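 active = inhibition of the ligand-induced calcium signal above about 50% at the single tested concentration, limit read from the data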
# CHRM5 antagonist: CHRM5 antagonism in calcium assay. AID 624040. CHO-hM5 cells, Fluo-8 calcium fluorescence, ACh EC80. inhibition, % at 3 µM. 360,000 tested, 0.59% active;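 active = inhibition above a per-plate cutoff, the mean of that plate's test compounds plus 3 SD, cut at about 27% in these data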;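 note: 0% = acetylcholine EC80 with DMSO and 100% = DMSO without agonist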
# M4 ag: CHRM4 agonism in calcium assay | CHO-K1 hM4/Gqi5, Fluo-8 calcium fluorescence; vehicle 0%, full acetylcholine response 100% | activation, % at 3 µM | 360,000 tested, 0.14% active;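 active = activation above the run mean over all test wells plus 3 SD, cut at about 32% in these data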;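 note: peak over basal fluorescence ratio per well then scaled between controls; 0% = DMSO wells and 100% = acetylcholine at EC100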
# Target sequence (P08173 whole entry, looked up): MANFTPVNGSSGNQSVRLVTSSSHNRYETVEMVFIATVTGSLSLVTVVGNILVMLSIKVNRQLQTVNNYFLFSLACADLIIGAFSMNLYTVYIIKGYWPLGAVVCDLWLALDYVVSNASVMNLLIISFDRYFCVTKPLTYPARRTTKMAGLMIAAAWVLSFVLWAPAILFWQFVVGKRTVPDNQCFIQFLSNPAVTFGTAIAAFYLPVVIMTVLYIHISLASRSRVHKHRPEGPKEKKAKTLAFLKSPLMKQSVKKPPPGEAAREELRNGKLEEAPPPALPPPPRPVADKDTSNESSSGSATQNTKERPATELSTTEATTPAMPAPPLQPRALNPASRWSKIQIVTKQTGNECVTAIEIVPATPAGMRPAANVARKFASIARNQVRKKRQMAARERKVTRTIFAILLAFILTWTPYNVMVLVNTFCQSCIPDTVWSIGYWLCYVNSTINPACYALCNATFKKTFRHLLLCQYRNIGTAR
# CRFBP-R2 agonist: CRF-BP/CRF-R2 complex agonism | HEK293 CRF-R2/CRF-BP, calcium dye fluorescence (FLIPR); percent of saturating CRF peptide response | activation, % at 13.2 µM | 350,000 tested, 0.46% active;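 active = activation of at least 50%, plus an integration ratio under a set limit after plate pattern correction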;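 note: plate controls were neutral control wells without compound for no effect and CRF at EC100 for full effect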
# M4 antag: CHRM4 antagonism in calcium assay; 360,000 tested, 0.73% active; AID 624125; CHO-hM4 cells, ACh EC80, Fluo-8 calcium fluorescence; inhibition, % at 3 µM;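 active = inhibition above its plate's cutoff, the mean inhibition of sample wells plus 3 SD, cut at about 27% in these data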;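 note: 0% = acetylcholine EC80 with DMSO and 100% = DMSO without agonist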
# M1 PAM: positive allosteric modulators of human M1 muscarinic receptor; P11229; CHO-K1 hM1, Fluo-8 calcium fluorescence, ACh EC20; 0% = ACh EC20, 100% = maximal ACh; activation, % at 3 µM; 360,000 tested, 0.088% active; AID 588819; in the data active = activation above about 19%, passing the limit was not always enough
# M4 PAM: potentiates acetylcholine response at human M4 receptor | AID 624126 | 360,000 tested, 0.4% active | CHO-K1 hM4/Gqi5, Fluo-8 calcium fluorescence, ACh EC20; 0% = ACh EC20, 100% = maximal ACh | activation, % at 3 µM | P08173;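 active = activation above its plate's cutoff, the mean activation of sample wells plus 3 SD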; note: some results filed as inactive read as strong as hits
# M5 PAM: CHRM5 positive allosteric modulation; P08912; CHO-K1 hM5, Fluo-8 calcium, ACh EC20 PAM; 0% = ACh EC20, 100% = ACh EC100; activation, % at 3 µM; 360,000 tested, 0.3% active; AID 624038;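 active = activation above the run cutoff, the mean activation of all test compounds plus 3 SD, cut at about 18% in these data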
#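 Test system: CHO-K1 hM5 cells / Doses: single-point, 3 µM nominal / Times: Post-acetylcholine fluorescence recording 140 s / Technique: Fluo-8 calcium fluorescence / Measure: Max/basal fluorescence ratio as % of EC20–EC100 ACh window / Benchmarks: low control EC20 acetylcholine (0%), high control EC100 acetylcholine (100%) / Replicates: one well per compound, no replicates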
# Numbers without * were called inactive; nt = not tested or not shown.
no.	compound	M5 ag	CRFR2-BP antag	CHRM5 antagonist	M4 ag	CRFBP-R2 agonist	M4 antag	M1 PAM	M4 PAM	M5 PAM
1	O=C(O)c1cc(Br)ccn1	-4	30	9	1	1.6	-2	5	16	-3
2	CCOc1ccc(Cl)cc1/C=N/NC(=O)c1ccccc1	-3	8	-7	1	-0.1	6	7	-3	3
3	O=C(Cc1ccc(Br)cc1)N1CCN(c2ccccc2O)CC1	2	-27	-7	4	-0.4	5	1	-5	3
4	Cc1ccc(C)c(NC(=O)CN(C)C(=O)CSC(C)C(=O)Nc2cc(C)on2)c1 (stereo not drawn)	-3	-8	6	1	-0.1	-13	16	4	-1
5	OCCNCC(O)Cn1c2ccccc2c2ccccc21 (stereo not drawn)	1	-11	5	2	3.5	0	9	5	1
6	COc1ccc(OC(=O)c2ccc(Cl)cc2)c(C(C)=O)c1	-3	52*	10	1	0.2	-7	-2	7	-10
7	COc1ccc(OC)c(CC(=O)NC(c2ccccc2)c2ccccc2)c1	-5	14	-13	0	-4.8	-21	11	-6	13
8	COc1ccc(-c2noc(Cn3cc(S(=O)(=O)N4CCCC4)ccc3=O)n2)cc1	2	-2	0	2	1.1	-10	-2	6	5
9	COc1ccc(C(=O)N2CCCC(CO)(Cc3ccccc3C)C2)o1 (stereo not drawn)	-7	-5	11	1	0.8	11	-5	-5	1
10	CCC(=O)OCC(=O)N=c1sccn1Cc1ccccc1Cl	-2	-14	2	2	0.8	-8	6	7	-8
11	Cc1nc2ncnn2c(C)c1Cc1ccc(Cl)cc1	-5	24	-2	0	-3.0	-1	2	1	6
12	CNC(=O)CC1C(=O)N(c2ccc(Cl)cc2)C(=S)N1NC(=O)c1cccc(F)c1 (stereo not drawn)	-3	2	6	0	0.7	-2	1	2	1
13	COc1ccc(-n2sc3c(c2=S)-c2cc(OC)ccc2NC3(C)C)cc1	-7	-11	10	-2	5.4	4	-14	-4	-7
14	O=C(/C=C/c1ccco1)Nc1ccccc1N1CCCC1	-6	2	4	2	-1.2	-1	-6	-5	-10
15	O=C(O)Cn1cc(C(=S)N2CCOCC2)c2ccccc21	2	9	-8	1	0.3	-12	27*	17	0
16	O=C1N=C(N2C=CC(=C3C=CNC=C3)C=C2)/C(=C/N=NC(=O)c2ccccc2O)S1	1	6	7	11	-0.9	2	3	1	-4
17	O=C(CNC(=O)c1ccccc1F)NC1CCN(Cc2ccccc2)CC1	-2	-9	7	-1	-0.9	16	18	-6	13
18	COC(=O)C1=CN(c2ccc(F)cc2)C=C(C(=O)OC)C1c1ccc([N+](=O)[O-])cc1	-4	20	17	0	0.7	-4	2	-2	-7
19	O=C(Nc1cccc2nsnc12)c1ccc(-c2cccc(Cl)c2)o1	1	-28	3	2	6.1	3	13	13	-4
20	Cc1ccc(Cn2cc(S(=O)(=O)c3ccc(C(C)C)cc3)c(=O)c3cc4c(cc32)OCO4)cc1	1	16	-6	-1	2.8	-1	12	12	6
21	C=CCc1cc(Cl)ccc1OCCNCCCOC	-6	-26	19	8	0.7	-16	-13	-4	-20
22	CCCn1c(N)c(N(CCOC)C(=O)c2cc3c(s2)CCCCC3)c(=O)[nH]c1=O	-3	-4	-5	1	-0.2	3	11	2	4
23	O=C1CC(c2ccco2)CC(O)=C1C=Nc1cc(Cl)ccc1Cl (stereo not drawn)	0	-27	-6	1	2.3	8	-3	-1	0
24	COc1cc(/C=N/NC(=O)c2cc(-c3cccn3C)n[nH]2)cc(OC)c1OC	2	2	7	6	-0.9	2	-3	-6	-9
25	Cc1ccc(S(=O)(=O)N2CCOC2CNC(=O)C(=O)NCCc2ccccc2)cc1 (stereo not drawn)	-2	7	2	4	-3.0	-4	-1	-1	1
26	CCc1nc2ccc(C(=O)NCCOc3ccc(OC)cc3)cn2c1N(C)Cc1ccc(OC)cc1	-3	nt	2	8	nt	3	-20	-11	-9
27	O=C(O)CCCNC(=O)Nc1ccccc1	0	-4	6	1	-1.4	3	7	9	12
28	O=C(Nc1cccc(O)c1)C1CCCN1C(=O)OCc1ccccc1 (stereo not drawn)	-4	5	-2	1	-1.8	-15	7	7	2
29	CN(CC(=O)Nc1ccc(F)cc1)C(=O)CSc1ncccn1	5	3	8	1	0.2	-6	6	4	-10
30	Nc1nc(-c2ccccc2)c(CCCOc2ccc(NC(=O)CBr)cc2)c(=O)[nH]1	4	0	-2	0	-0.2	4	1	-2	8
31	CCN(CC(=O)Nc1ccccc1C(F)(F)F)C(=O)c1cc(S(=O)(=O)N2CCCCCC2)ccc1OC	-3	13	-3	8	-2.4	-12	2	1	4
32	CC(=O)Nc1ccc(S(=O)(=O)N(C)CC(=O)OC(C)C(=O)NC2CCCCC2)cc1 (stereo not drawn)	1	6	6	0	0.4	-1	4	-3	-4

# Compound profiles, from the list above. Order of values: M5 ag | CRFR2-BP antag | CHRM5 antagonist | M4 ag | CRFBP-R2 agonist | M4 antag | M1 PAM | M4 PAM | M5 PAM
# Cc1ccc(C)c(NC(=O)CN(C)C(=O)CSC(C)C(=O)Nc2cc(C)on2)c1 (stereo not drawn) across the screens: -3 | -8 | 6 | 1 | -0.1 | -13 | 16 | 4 | -1
# O=C(O)Cn1cc(C(=S)N2CCOCC2)c2ccccc21 across the screens: 2 | 9 | -8 | 1 | 0.3 | -12 | 27* | 17 | 0

# Additional entries
no.	compound	M5 ag	CRFR2-BP antag	CHRM5 antagonist	M4 ag	CRFBP-R2 agonist	M4 antag	M1 PAM	M4 PAM	M5 PAM
33	COc1ccc(S(=O)(=O)Cc2ccc(C(=O)N3CCOCC3)o2)cc1	2	16	2	3	1.8	-9	3	2	-6
34	COc1ccc(-n2c(C)cc(C(=O)COC(=O)Cc3n[nH]c(=O)c4ccccc34)c2C)cc1	-1	27	17	6	-2.4	19	-19	-10	-16
35	COc1ccccc1N1CCN(C(=O)CCCn2c(=S)[nH]c3ccccc3c2=O)CC1	3	7	-5	11	0.1	-20	9	3	4
36	CSc1nc(-c2ccc(C)cc2)nc(N)c1C#N	4	-5	15	11	-1.1	8	-7	-39	-21
37	N#Cc1nc(COc2cccc(Cl)c2)oc1NCc1ccco1	-3	3	1	-1	-3.0	-11	-1	1	-8
38	Cc1ccc(C)c2sc(NC(=O)CN3C(=O)CCC3=O)nc12	3	0	0	2	1.2	13	13	14	3
39	Cc1ccc(C(=O)Nc2ccc3c4c(cccc24)CC3)cc1[N+](=O)[O-]	-2	-21	3	1	-1.2	-2	2	4	0
40	CC(C)CC(=O)N1CCN(Cc2cccc(Cl)c2)CC1	1	1	-13	0	0.0	-6	9	-1	-3
41	CCCc1nnc(NC(=O)c2cccnc2)s1	-2	-4	-2	1	-3.7	-3	2	-3	1
42	CC(C)(C)c1ccc(-c2nc(C=O)c3ccccn23)cc1	-3	-5	2	2	-4.0	-3	-3	3	-1
43	COc1ccc(S(=O)(=O)N2CCN(Cc3ccccc3)CC2)c(C)c1	-7	3	6	0	-0.6	4	-5	-1	1
44	COc1cc2c(cc1O)C(Cc1ccc(O)cc1)[N+](C)([O-])CC2 (stereo not drawn)	3	-9	2	0	3.4	-9	0	0	3
45	CCOc1ccc(OCC)c(NC(=O)CN2CCN(c3cccc(C)c3)CC2)c1	-2	-20	-8	-1	-1.9	-11	6	9	3
46	CC(=O)c1ccc(Oc2nc(-c3cccnc3)nc3ccccc23)cc1	-2	3	-3	2	0.2	2	-7	-7	-4
47	Cc1ccc(/C=C/S(=O)(=O)NCC(=O)OCC(=O)NCc2ccccc2)cc1	-2	-5	6	5	-0.6	-11	8	0	-3
48	CCCNC(=O)C[C@H]1CC[C@@H]2[C@H](COC[C@@H](O)CN2C(=O)c2ccccn2)O1	2	nt	4	1	nt	6	nt	5	4
49	COC(=O)c1sccc1NC(=O)CC1C(=O)NCCN1C(=O)Nc1ccc(F)cc1F (stereo not drawn)	2	3	2	2	0.8	-8	4	-5	-1
50	Nc1nc(-c2cccnc2)nn1C(=O)Cc1ccccc1	1	-8	-1	0	-0.3	-6	1	-3	-2
51	Cc1ccc(Cc2cnc(N)s2)o1	2	7	-10	1	8.9	-3	5	12	3
52	Cc1cc(C)n(C(=O)COc2ccc(Cl)cc2Cl)n1	1	0	0	0	0.0	-1	3	13	6
53	CCC(=O)Nc1ccc(C(=O)NNC(=O)c2cc(OC)c(OC)c(OC)c2)cc1	-1	-5	12	0	-0.5	8	5	-4	-7
54	CC1(C(=O)NS(=O)(=O)c2cccc(C#N)c2)CCN1C(=O)Cc1ccc(Cl)cc1Cl (stereo not drawn)	0	nt	3	-1	nt	9	-1	-3	-2
55	COc1ccc(OC)c(N/C=C/C(=O)c2ccccc2)c1	-5	-1	3	7	0.0	-14	12	0	-9
56	C[C@]1(C(=O)O)C=C[C@@H](Cc2ccccc2)N1C(=O)c1ccccc1	-3	0	8	-1	-1.1	-5	4	7	1
57	CC1(C)NC(=O)N(CC(O)COc2ccc(-c3ccc(C#N)cc3)cc2)C1=O (stereo not drawn)	3	-13	10	23	-0.1	-11	-6	-19	-10
58	O=C(O)c1c(NC(=O)c2cccc3ccccc23)sc2c1CCC2	0	23	-2	1	0.1	6	9	-4	2
59	CCNc1nc(NCC)nc(C(=O)NN)n1	-4	-20	-3	1	4.5	-4	3	4	6
60	COc1ccc(C(=O)NC2CCCCC2)cc1S(=O)(=O)N1CCCC1	1	-5	7	2	-2.0	-11	12	2	-6
61	CCN(c1ccccc1)S(=O)(=O)c1ccc(OC)c(NC(=O)CCc2nc3ccccc3c(=O)[nH]2)c1	-5	1	13	16	0.1	14	-7	-18	-24
62	Cc1cccc(-c2nc3ccccc3c(=O)n2NC(=O)c2cccnc2Cl)c1	1	-7	-3	3	-0.3	-7	16	12	3
63	CCCN(CCC)CCNc1c(NC2CCN(C(=O)OCC)CC2)c(=O)c1=O	-4	28	-3	1	3.8	-30	1	6	5
64	Cc1ccc(OCc2n[nH]c(=S)n2-c2ccc(Cl)cc2)cc1	8	-13	8	3	2.0	-6	1	-5	0
65	COc1ccccc1-c1nnc(NC(=O)CSc2nncn2C)s1	-1	14	1	1	-2.4	8	11	-4	-1
66	CCOc1ccc2oc(C(=O)NC3CC(C)(C)NC(C)(C)C3)c(C)c2c1	-3	-8	-6	2	-1.2	-1	8	4	1
67	Cc1ccccc1Oc1ccc2c(c1)[C@@H]1C[C@H](N(C)C(=O)c3cccnc3)[C@H]([C@H](C)O)C(=O)N1CC2	2	-12	7	2	-1.0	-12	8	-2	-2
68	O=C(COC(=O)c1ccc(-n2cnnn2)cc1)Nc1cc(Cl)ccc1F	-5	1	11	2	1.0	1	7	3	-13
69	O=C(Oc1ccc(Br)cc1)C1CCN(C2=NS(=O)(=O)c3ccccc32)CC1	7	12	8	7	-0.5	-2	-6	4	-8
70	COc1ccc(Nc2nc(-c3cccnc3)cs2)c(OC)c1	-4	11	-3	0	-6.9	-21	5	3	-1
71	Cc1cccc(C)c1NC(=O)COc1ccc2c(C)c(Cc3ccccc3)c(=O)oc2c1C	-1	15	-5	0	-0.2	-5	4	2	7
72	O=C(CCNS(=O)(=O)c1ccc(F)c(Cl)c1)NCc1ccccc1F	1	-15	15	2	-4.8	5	-5	3	-8
73	O=C(NCC1CCCCC1)c1ccc(Cl)nc1	-4	-11	11	1	1.0	12	2	-13	2
74	O=C(Nc1sc2c(c1C(=O)O)CCCC2)c1cccc(Cl)c1	0	25	6	-1	-1.5	10	2	0	1
75	O=C(Cc1ccccc1)NCC(=O)OCC(=O)c1ccc(Cl)cc1	-3	2	4	3	0.0	7	-5	4	-4

# Screening results as filed in PubChem BioAssay.

# Rows were taken by chance. About 2.6% of those tested had a hit in this group.
